# Bioassay records (PubChem BioAssay)
# DNA FID counter = fluorescent intercalator displacement, NS3 helicase counter-screen | DNA fluorescent intercalator displacement, fluorescence | inhibition, % at 7.9 µM | 290,000 compounds, 0.17% hits; in the data active = inhibition above about 37%;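 note: 0% = vehicle and 100% = reference compound; higher means more ethidium bromide displaced from hairpin DNA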
# IMP-1 inhibitor = inhibitors of Pseudomonas aeruginosa IMP-1 metallo-beta-lactamase; purified IMP-1, nitrocefin hydrolysis, epi-absorbance fluorescence; inhibition, % at 5.6 µM; 290,000 compounds, 0.45% hits;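 active = inhibition above the mean plus 3 SD of all compounds in the same screening run, cut at about 4.5% in these data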;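 note: 0% = IMP-1 with DMSO and 100% = DMSO wells lacking enzyme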
#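 System: purified IMP-1 / Input: IMP-1 dispensed at 0.2 nM / Medium: 50 mM HEPES pH 7.1, 50 µM ZnSO4, 0.05% Brij 35 / Timing: 15 min enzyme–compound preincubation, then 25 min nitrocefin reaction, 25 °C / Technique: plate fluorescence quenching by hydrolysis product, ex 480/em 530 nm / Repeats: singlicate testing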
# VIM-2 inhibitor = inhibitors of Pseudomonas aeruginosa VIM-2 metallo-beta-lactamase | inhibition, % at 5.6 µM | AID 1527 | purified VIM-2, nitrocefin hydrolysis, epi-absorbance fluorescence | 290,000 compounds, 0.89% hits;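 active = inhibition above the mean of all tested compounds plus 3 SD, cutoff set per screening run, cut at about 7.5% in these data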;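 note: red hydrolysis product quenches plate fluorescence so inhibitors raise well fluorescence; 0% = enzyme with DMSO and 100% = DMSO without enzyme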
# PfM18AAP inh = PfM18AAP enzyme inhibition; recombinant PfM18AAP, H-Glu-NHMec fluorogenic cleavage; inhibition, % at 7.35 µM; 290,000 compounds, 1.2% hits;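 active = inhibition above the campaign mean inhibition over all tested compounds plus 3 SD, cut at about 28% in these data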;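 note: 0% = plate median of test compound wells and 100% = 2 mM ZnCl2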
# SUMO HTRF inh = blocks human SUMOylation mediated by UBC9; P63279; HTRF SUMOylation assay, SAE1/SAE2 + UBC9, in vitro; inhibition, % at 35 µM; 290,000 compounds, 0.36% hits; AID 2006; in the data active = inhibition above about 50%, passing the limit was not always enough; note: strong numbers were not always called active
# Target sequence (P63279 whole entry, looked up): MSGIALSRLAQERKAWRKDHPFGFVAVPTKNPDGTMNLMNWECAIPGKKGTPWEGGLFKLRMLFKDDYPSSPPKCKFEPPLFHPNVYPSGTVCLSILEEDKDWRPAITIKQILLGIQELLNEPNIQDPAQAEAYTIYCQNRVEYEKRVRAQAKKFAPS
# NALP1 yeast inh = NALP1 inhibition; S. cerevisiae NALP1/ASC/caspase-1 growth, X-gal OD620, 72 h; inhibition, % at 10 µM; 280,000 compounds, 0.61% hits; AID 2071; in the data active = inhibition mostly above about 24%, no sharp cut-off; inactive = mostly below about 32%; note: some compounds called inactive have numbers as strong as hits
# MEKK2 WT-MEK5 = raises or lowers MEK5 binding to wildtype human MEKK2 PB1 domain. binding response (% of control), % at 10 µM. 290,000 compounds, 1.1% hits. bead flow cytometry, Alexa488-MEK5 binding to MEKK2 WT; actives lie on both sides; in the data active = binding response below about 67% or above about 130%
# MEKK2mut PB1 HTS = signal of MEK5 binding to mutant human MEKK2 PB1 domain | percent response, % at 10 µM | bead flow cytometry, Alexa488-MEK5 binding to MEKK2 mutant | 290,000 compounds, 0.35% hits | AID 1530; in the data active = percent response above about 24%, passing the limit was not always enough; note: inactives centre near 1; some results filed as inactive read as strong as hits; reference of the scale not given here
# NS3 helicase inh = blocks Hepatitis C virus NS3 helicase unwinding. AID 1800. NS3 helicase DNA unwinding, Cy5 molecular beacon fluorescence. inhibition, % at 10.9 µM. 290,000 compounds, 0.56% hits;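 active = inhibition above the mean of all tested compounds plus 3 SD, set per campaign, cut at about 35% in these data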;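 note: 0% = DMSO wells and 100% = thioflavine S control wells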
#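 Assay system: hepatitis C virus NS3 helicase domain fragment enzyme. Also added: annealed dual-labelled DNA beacon duplex, ATP-started. Timing: 1 h reaction at 25 °C, ATP-initiated. Technique: Cy5 fluorescence at 0 and 60 min, beacon hairpin quenching. Evaluation: % inhibition of unwinding. Replication: one well per compound.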
# * hit, by the source's call; . = no result given.
SMILES,DNA FID counter,IMP-1 inhibitor,VIM-2 inhibitor,PfM18AAP inh,SUMO HTRF inh,NALP1 yeast inh,MEKK2 WT-MEK5,MEKK2mut PB1 HTS,NS3 helicase inh
CC1=CC(C)(C)N(S(=O)(=O)c2ccc(C)cc2)c2cc(C)ccc21,-8,-1.1,-3.5,7,-17,13,101,-7,10
Cc1cc2c(OCC(O)CN3CCCC3)cccc2[nH]1 (centres undefined),-11,-2.8,1.7,5,-4,-18,125,1,8
Cc1ccc2c(c1)C(=O)CCCCC(=O)N2,-4,-1.0,-0.7,1,-29,.,87,-14,3
O=C(CCc1ccccc1)n1nc(-c2ccccc2)nc1NCc1ccco1,1,-3.4,-0.7,0,1,16,99,3,6
CC1CCCCN1CCNC(=O)C1CCN(S(=O)(=O)N2CCCCC2)CC1 (centres undefined),2,-1.5,-3.0,-2,6,-1,102,2,-2
Cc1cccc(C2c3[nH]c4ccccc4c3CCN2C(=O)c2cc(C(C)C)nc(N)n2)n1 (centres undefined),-30,-3.0,-1.3,3,-28,2,98,-1,0
CCOc1ccc(OCC(=O)N2CCOCC2)cc1,0,-1.2,-3.9,2,-6,-7,102,11,-3
CN(C)c1nnnn1-c1ccc(OC(F)(F)F)cc1,-3,-1.8,-2.3,-4,-4,-4,101,-10,9
O=S1(=O)CC2N=C(N(Cc3ccc(F)cc3Cl)c3ccccc3F)SC2C1 (centres undefined),-1,-2.5,-3.1,-2,-16,22,86,6,-7
CCC(CC)c1nc(NCCC(=O)O)c2ccccc2n1,3,-4.2,-4.3,1,-21,0,100,1,4
N#C/C(=C\c1ccncc1)c1ccc(NC(N)=O)cc1,-4,-1.8,-0.6,-7,21,9,106,5,-9
CNc1ccc(S(=O)(=O)NCC(=O)NCCCc2ccccc2)cc1[N+](=O)[O-],-4,-3.4,-3.0,3,-3,6,99,-2,21
Cc1ccnc(SCCn2c(N3CC(C)CC(C)C3)nc3c2c(=O)n(C)c(=O)n3C)n1 (centres undefined),-12,-1.3,-3.1,3,22,-1,100,-3,-2
CCS(=O)(=O)c1ccc2oc(Nc3ccc(OC)c(OC)c3)nc2c1,-12,-1.0,3.3,-7,6,16,90,-5,-4
Cc1ccc(/C=N/NC(=O)NC2CCCCC2)o1,-10,-1.7,-7.3,7,-17,-6,99,-1,7
CCCCC(c1nnnn1Cc1ccco1)N1CCN(C(=O)c2ccco2)CC1 (centres undefined),-21,-2.0,-2.9,-9,28,12,.,.,0
COc1ccc(Cc2nnc(NC(=O)c3c(-c4ccccc4)noc3C)s2)cc1,-13,-2.4,-2.9,0,1,-3,90,-12,-19
COc1ccc(NC(=O)CSc2nnc(C3CC3)n2C)cc1,0,-3.4,-3.3,-3,0,5,101,-1,-5
CCOC(=O)c1[nH]c(COC(=O)CCOc2ccccc2OC)c(C(=O)OCC)c1C,-14,-1.6,-8.6,-3,-2,27,100,-2,-7
CCOC(=O)C1CCCN(CC(=O)c2c[nH]c3ccc(C)cc23)C1 (centres undefined),-2,-3.2,-0.9,6,12,5,99,1,-6
Cc1ccc(NCc2nnc(SCC(=O)c3ccccc3)o2)c(C)c1,-20,-4.1,-3.2,16,16,10,100,1,3
CNc1c(NC(=O)COc2ccc(Cl)cc2)c(=O)oc2ccccc12,-8,-3.0,0.4,-3,15,14,100,2,3
COc1ccc(CCN2C(=NC(=O)CCC(=O)O)SC3CS(=O)(=O)CC32)cc1OC (centres undefined),0,-3.1,-0.9,-5,20,6,99,-1,-9
COc1ccccc1N1CCN(c2cc(=O)n(-c3ccccc3Cl)c(=O)[nH]2)CC1,-27,-1.5,-2.6,-2,10,9,107,11,-1
CS(=O)(=O)N(Cc1ccc(C(=O)NN=C2CCCCCC2)cc1)c1ccccc1,-19,-3.9,-3.5,2,10,17,95,-2,-6
COC(=O)c1[nH]c(C)c(/C(O)=C2\C(=O)C(=O)N(CCN3CCOCC3)C2c2ccc(C)o2)c1C (centres undefined),-10,-2.2,-1.9,1,-1,-16,100,0,7
CCOC(=O)C1=C(C)NC(=O)NC1c1ccc(N2CCC(c3ccccc3)=N2)cc1 (centres undefined),-25,-0.2,0.7,-8,12,-8,86,-5,4
CC1(C)Cc2ccccc2-c2c1c(=O)n(Cc1ccccc1)c1nnnn21,-4,-1.1,-1.4,-2,5,12,100,2,2
O=C(NCc1cccnc1)c1cc(S(=O)(=O)N2CCCC2)c(Cl)cc1Cl,-2,-2.6,-2.6,4,4,0,103,6,7
Cc1cc(Br)cc(C)c1OCCCCN(C)C,14,-4.7,-2.5,18,8,18,114,5,-10
COC(=O)c1c(C)nn(-c2ccc(F)c(Cl)c2)c1-c1cc(C)on1,-18,-1.0,0.4,-4,10,9,95,-22,4
COc1ccc(-c2nc3n(n2)C(c2cccnc2)C(C(N)=O)=C(C)N3)cc1 (centres undefined),2,-3.1,-2.0,-12,.,.,93,-3,-1
COc1ccc(CCNS(=O)(=O)c2ccc(N3CCCC3=O)cc2)cc1,-13,-4.1,-2.0,4,.,.,110,8,-1
C[C@H](NC(=O)NCCc1ccccc1)C(=O)O,3,-0.3,2.3,-17,-3,15,98,7,-7
Cc1cc(C)n(-c2ccc(C(=O)Nc3cc(S(=O)(=O)N(C)C)ccc3Cl)cc2)n1,-22,-1.6,0.5,-3,5,29,105,5,-7
O=C(N/N=C/c1ccccc1Br)c1ccc(CSc2cccc3cccnc23)cc1,-12,-1.0,0.5,-1,4,1,95,-5,24
Cn1c(N2CCOCC2)cc(=O)n(C)c1=O,1,-3.0,-1.5,-2,6,3,106,7,5
COc1ccc(CNCc2c(F)cccc2F)cc1OC,2,-1.7,-1.7,1,-8,2,101,2,7
Nc1cc(-c2ccco2)no1,2,-0.3,-1.4,-10,.,.,107,6,5
CC(=O)Nc1ccc(S(=O)(=O)NC(CC(=O)NCCC2=CCCCC2)C(C)C)cc1 (centres undefined),-13,-2.2,-1.8,1,27,11,97,0,8
CCOC(=O)c1ccccc1NC(=O)COC(=O)CCC(=O)c1ccccc1,-36,-4.0,-5.6,-4,-2,11,106,7,-8
O=C(CNc1cccc2ccccc12)c1ccc([N+](=O)[O-])cc1,4,-2.3,-1.4,13,71,26,104,20,16
COc1cc(NC(=O)CN2CCN(c3ccccc3F)CC2)c(C)cc1[N+](=O)[O-],-6,0.4,2.1,11,20,31,111,3,-7
O=C1NC2(CCCCCC2)C(=O)N1CCS(=O)(=O)Oc1ccccc1,-9,0.0,-2.8,-2,9,-2,100,-2,6
COC(=O)c1ccc(C(=O)OC)c(NC(=S)N2CCN(C(=O)C3CCCO3)CC2)c1 (centres undefined),-11,-3.2,-1.8,0,10,0,93,-4,3
COc1ccc(CCNC(C)C(=O)Nc2ccc(S(N)(=O)=O)cc2)cc1 (centres undefined),-4,-2.5,-3.7,6,12,0,110,14,1
CCOC(=O)c1ccc(NC(=O)C2CCCO2)cc1 (centres undefined),-3,0.0,1.2,-1,35,22,101,6,-30
CCCS(=O)(=O)N1CCCC(C(=O)NCCc2cccc(C)c2)C1 (centres undefined),-16,-3.9,-3.2,3,12,-9,106,6,-9
CCCCN1CNC(=S)N(c2ccc(C(=O)OCC)cc2)C1,0,0.1,0.5,-4,9,13,96,-1,0
Cn1c(N)c(C(=O)COC(=O)COc2ccccc2C#N)c(=O)n(C)c1=O,-7,-2.5,0.4,4,4,-6,104,4,-2
CC(C)[C@H](NC(=O)c1ccccc1Cl)C(=O)OCC(=O)NC(=O)NC1CCCC1,-33,-4.0,-2.4,2,1,-6,104,6,-8
CCOC(=O)N1CCN(C(=O)CSCC(=O)Nc2nc(-c3ccc(Cl)s3)cs2)CC1,0,1.4,3.2,-5,16,8,95,-8,-5
O=C(CSC1=NCCS1)N1CCN(c2ccc(Cl)cc2)CC1,-22,-3.5,-2.2,-1,-2,2,89,-6,-6
CN(C(=O)COC(=O)CNC(=O)c1sc2ccccc2c1Cl)c1ccccc1,-6,-0.7,-0.1,-19,-3,13,100,-2,7
N#Cc1cnn2c(N)c(-c3ccc(Cl)cc3)cnc12,0,-2.3,-2.1,-15,10,0,98,-3,-2
O=C(Cn1cnc([N+](=O)[O-])c1)Nc1cc(Oc2ccc(Cl)cc2Cl)cc([N+](=O)[O-])c1,36,-3.4,-0.2,4,-3,-11,107,9,6
Cc1ccc(C)c(N2CCN(S(=O)(=O)c3ccc4c(c3)NC(=O)CC(=O)N4)CC2)c1,-39,0.5,-2.0,2,-4,8,100,3,7
CSc1ccc(C#N)cc1NC(=O)c1ccccc1,1,-1.8,-1.2,2,-4,-10,104,2,-1
CCCCc1cc(=O)oc2cc(C)cc(OC(C)C(=O)NCc3ccccn3)c12 (centres undefined),-43,-4.4,-1.9,1,22,17,95,-2,0
O=C1NC(=NCc2ccccc2)S/C1=C\c1ccccc1,-3,-4.0,-3.7,2,12,6,105,4,-5

# The last six records of the section above are carried over, then new ones follow:
SMILES,DNA FID counter,IMP-1 inhibitor,VIM-2 inhibitor,PfM18AAP inh,SUMO HTRF inh,NALP1 yeast inh,MEKK2 WT-MEK5,MEKK2mut PB1 HTS,NS3 helicase inh
N#Cc1cnn2c(N)c(-c3ccc(Cl)cc3)cnc12,0,-2.3,-2.1,-15,10,0,98,-3,-2
O=C(Cn1cnc([N+](=O)[O-])c1)Nc1cc(Oc2ccc(Cl)cc2Cl)cc([N+](=O)[O-])c1,36,-3.4,-0.2,4,-3,-11,107,9,6
Cc1ccc(C)c(N2CCN(S(=O)(=O)c3ccc4c(c3)NC(=O)CC(=O)N4)CC2)c1,-39,0.5,-2.0,2,-4,8,100,3,7
CSc1ccc(C#N)cc1NC(=O)c1ccccc1,1,-1.8,-1.2,2,-4,-10,104,2,-1
CCCCc1cc(=O)oc2cc(C)cc(OC(C)C(=O)NCc3ccccn3)c12 (centres undefined),-43,-4.4,-1.9,1,22,17,95,-2,0
O=C1NC(=NCc2ccccc2)S/C1=C\c1ccccc1,-3,-4.0,-3.7,2,12,6,105,4,-5
CCCCc1ccc(S(=O)(=O)N2CCC3(CC2)OCCO3)cc1,-34,-1.8,-3.2,1,2,11,108,6,-7
COc1cc(NC(=O)c2cc([N+](=O)[O-])ccc2NC(=O)CNCc2ccccn2)cc(OC)c1,-21,-2.9,-0.3,14,-20,-7,97,-5,-25
O=C(NCc1ccccc1)c1ccc(N2CCC3(CC2)CC(c2ccccc2)=NO3)c([N+](=O)[O-])c1,-6,2.5,-0.2,10,-5,21,96,-9,-4
Cn1c(N)c(Sc2ccc([N+](=O)[O-])cc2)c(=O)n(C)c1=O,-6,-2.5,-1.6,-1,8,8,105,5,-4
Cc1c(-c2cc[n+]([O-])cc2)oc2ccc(Br)cc2c1=O,0,-3.0,2.6,5,8,-3,.,.,-12
Cn1c(=O)c2c(nc(CN3CCC(C(N)=O)CC3)n2Cc2c(F)cccc2Cl)n(C)c1=O,-22,-2.9,-0.8,-1,4,-4,102,1,-4
CC1=NNC(=O)/C1=C\c1cn(-c2ccccc2)nc1-c1ccc(Cl)cc1,0,-3.3,-8.1,27,-105,38,104,6,-9
